Bioassay records as filed in PubChem BioAssay.
GRP78 ERSR act: induces the endoplasmic reticulum stress response in human glioma cells | Potency, µM, for the others: at the highest dose activation, most hits filed as activators | U87-MG GRP78 promoter luciferase reporter, 16 h | 420,000 compounds, 0.02% hits | AID 602332; active = well fitted activation curve with a large enough effect; inconclusive = small, poorly fitted or top-dose-only effect; inactive = no such curve, though single readings can be large or run the other way; note: series mostly up to about 76 µM; % of control where 0% means no effect; nearly all actives have a fitted effect of over 35% in size
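Stably transfected U87-MG human glioma cells carrying a GRP78-based luminescent sensor were seeded at 1000 cells/well, pin-dosed with compounds and incubated 16 h. Luciferase reagent was then added, and end-point luminescence was read after 10 min at room temperature.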
* marks the source's active call; other numbers are inactive results; u = inconclusive; & = joins results of further samples. Potency is the fitted concentration of half-maximal effect. Not all compounds are listed. The share of hits here may be higher or lower than overall.

SMILES	GRP78 ERSR act
C[C@H](N)Cc1c[nH]c2ccc(O)cc12	-2.5%
COC(=O)[C@@H]1C[C@H](OC(C)=O)C(=O)[C@H]2[C@@]1(C)CC[C@H]1C(=O)O[C@H](c3ccoc3)C[C@]21C	2.0%&-4.0%
CC(N)Cc1ccc(O)cc1 (stereo not drawn)	-7.2%
C[C@@H]1O[C@@H](O[C@H]2C[C@@H](O)[C@]3(CO)[C@@H]4C(CC[C@]3(O)C2)[C@@]2(O)CC[C@H](C3=CC(=O)OC3)[C@@]2(C)C[C@H]4O)[C@H](O)[C@H](O)[C@H]1O (stereo partly drawn)	-6.3%&-5.4%
CC1O[C@@H](OC2CC[C@@]3(C=O)C4CC[C@]5(C)C(C6=CC(=O)OC6)CC[C@@]5(O)C4CC[C@]3(O)C2)C(O)C(O)C1O (stereo partly drawn)	-7.4%
O=C(Nc1ccc(Br)cc1)c1cc(Br)cc(Br)c1O	2.6%
CN(C)C1C(=O)C(C(N)=O)=C(O)[C@@]2(O)C(=O)C3=C(O)c4c(O)cccc4[C@](C)(O)C3C(O)C12 (stereo partly drawn)	-4.0%
C[N+]1(CCC(C(N)=O)(c2ccccc2)c2ccccc2)CCCCC1	-0.9%
COc1ccc2c(c1OC)C(=O)O[C@@H]2C1c2cc3c(cc2CCN1C)OCO3 (stereo partly drawn)	-3.4%
CCOC(=O)C1C(C=C(C)C)C1(C)C (stereo not drawn)	-3.1%
CCC(=O)O[C@@](Cc1ccccc1)(c1ccccc1)[C@H](C)CN(C)C	-3.0%
c1ccc2sc(C3(N4CCCC4)CCCCC3)cc2c1	-3.3%
C=C(C)C1Cc2c(ccc3c2OC2COc4cc(OC)c(OC)cc4C2C3=O)O1 (stereo not drawn)	-3.6%
c1ccc(N=Nc2ccccc2)cc1	-6.3%
Clc1ccc(C(c2ccc(Cl)cc2)C(Cl)(Cl)Cl)cc1	-3.7%&-3.0%
CCC1(c2ccccc2)CCC(=O)NC1=O (stereo not drawn)	-4.3%
CCOC(=O)C1(c2ccccc2)CCCN(C)CC1 (stereo not drawn)	-2.4%
CC[N+]1(CCOC(=O)C(O)(c2ccccc2)c2ccccc2)CCCCC1	-5.4%
CCc1cccc(C)c1N(C(=O)CCl)C(C)COC (stereo not drawn)	-4.3%
c1ccc(C2(N3CCCC3)CCCCC2)cc1	-3.6%
C[C@@]12CC(=O)[C@H]3[C@@H](CCC4=CC(=O)CC[C@]43C)[C@H]1CCC2=O	7.4%
CN(C)C(=O)Oc1cc(OC(=O)N(C)C)cc([C@@H](O)CNC(C)(C)C)c1	u
O=C1CCO1	-4.3%&-3.2%
O=c1[nH]cnc2[nH]cc(CN3CCCCC3)c12	-3.1%
COc1cc(CC(C)N)cc(OC)c1OC (stereo not drawn)	-3.6%

Next section.
SMILES	GRP78 ERSR act
O=C(NC(=O)c1c(F)cccc1F)Nc1cc(Cl)c(OC(F)(F)C(F)C(F)(F)F)cc1Cl (stereo not drawn)	-2.7%&-3.6%
c1ccc2sc(SNC3CCCCC3)nc2c1	3.4%
C[C@@H]1O[C@H](C[N+](C)(C)C)C[C@@H]1O	-3.9%
C=CC[N+]1(C)CCC23c4c5ccc(O)c4O[C@H]2C(=O)CC[C@@]3(O)C1C5 (stereo partly drawn)	-3.3%
COP(=S)(OC)Oc1ccc([N+](=O)[O-])c(C)c1	-0.2%
C=C1CC2C(CC[C@]3(C)C(=O)CCC23)[C@]2(C)C=CC(=O)C=C12 (stereo partly drawn)	-1.1%
CCOP(=S)(OCC)Oc1ncn(-c2ccccc2)n1	6.4%
C#C[C@]1(OC(=O)CCCCCC)CC[C@H]2C3CCC4=CC(=O)CC[C@@H]4[C@H]3CC[C@@]21C (stereo partly drawn)	-4.2%
CN1CCc2cc3c(cc2[C@@H]1O)OCO3	-4.0%
COc1cc(-c2ccc(-[n+]3nc(-c4ccccc4)nn3-c3ccc([N+](=O)[O-])cc3)c(OC)c2)ccc1-[n+]1nc(-c2ccccc2)nn1-c1ccc([N+](=O)[O-])cc1	-12.0%
C[C@H](N)Cc1c[nH]c2ccc(OCc3cccs3)cc12	-5.5%
CC[C@@]1(O)CC(O)c2c(cc3c(c2O)C(=O)c2c(O)ccc(O)c2C3=O)C1C(=O)OC (stereo partly drawn)	-4.1%
CN1C(=S)CN=C(c2ccccc2)c2cc(Cl)ccc21	-2.7%
CC(C)CN1CCC2(CC1)CCN(S(C)(=O)=O)CC2	-3.0%
CC1=C2C3OC(=O)[C@H](C)[C@H]3CC[C@@]2(C)C=CC1=O (stereo partly drawn)	-2.0%
CO/C1=C\C(C)=C\[C@@H](C)[C@@H](O)[C@@H](C)C/C(C)=C/C=C/[C@H](OC)[C@@H]([C@@H](C)[C@@H](O)[C@H](C)[C@@]2(O)C[C@@H](O)[C@H](C)C(C(C)C)O2)OC1=O (stereo partly drawn)	3.1%
CCOP(=S)(OCC)OCCSCC	-3.1%
COc1cccc(C(=O)CCN[C@@H](C)[C@H](O)c2ccccc2)c1	-11.2%
CCC[C@@](C)(COC(N)=O)COC(=O)NC(C)C	-4.8%
O=C(CC[N+](=O)[O-])OCC1OC(O)C(OC(=O)CC[N+](=O)[O-])[C@@H](OC(=O)CC[N+](=O)[O-])C1OC(=O)CC[N+](=O)[O-] (stereo partly drawn)	-1.9%
CNCC/C=C/c1cccnc1	-4.2%
C[C@H](NC(=O)[C@@H](N)Cc1ccc(O)cc1)C(=O)N[C@@H](Cc1ccccc1)C(=O)N[C@@H](Cc1ccccc1)C(N)=O	-3.8%
c1cc(CN2CC3(CCNCC3)C2)ccn1	-2.8%
CC(=O)OC1C[C@H](O[C@@H]2C(O)C[C@H](O[C@@H]3C(O)C[C@@H](OC4CC[C@]5(C)C(CCC6C5CC(O)[C@@]5(C)C(C7=CC(=O)OC7)CC[C@@]65O)C4)OC3C)OC2C)O[C@H](C)[C@H]1O[C@H]1OC(CO)C(O)C(O)C1O (stereo partly drawn)	-7.7%
CC(C)NC(=O)N1CCC2(CCNCC2)CC1	-4.6%

New compounds follow:
SMILES	GRP78 ERSR act
COC(=O)[C@H]1[C@@H](c2ccccc2)[C@@]2(c3ccccc3)Oc3ccccc3[C@@]1(O)[C@@H]2O	-1.6%
O=C1NC(=O)c2c1c1c3ccccc3[nH]c1c1[nH]c3ccccc3c21	-4.1%
CCCCCCCCCCCCCCCCOC[C@@H](O)COP(=O)([O-])OCC[N+](C)(C)C	-4.6%
CCC1(CC)C(=O)NC(=O)N(C)C1=O	-4.2%
CCCCC/C=C\C/C=C\C/C=C\C/C=C\CCCC(=O)NCCc1ccc(O)c(O)c1	0.6%
CN1C2CC(OC(=O)C(CO)c3ccccc3)CC1C(O)C2 (stereo not drawn)	-4.2%
CCC(=O)OC1CCC2C3CCC4=CC(=O)CC[C@@]4(C)C3CC[C@]12C (stereo partly drawn)	-3.0%
COC(=O)[C@@]1(OC)C[C@@H]2O[C@@]1(C)n1c3ccccc3c3c4c(c5c6ccccc6n2c5c31)C(=O)N(C)C4	-1.9%
C[C@]12CCC3C(CCC4=C(Cl)C(=O)CC[C@@]43C)C1CCC2O (stereo partly drawn)	-3.8%
O=c1n(Cl)c(=O)n(Cl)c(=O)n1Cl	-3.5%
COc1cc(CC(C)N)cc2c1OCO2 (stereo not drawn)	1.0%
C[C@@]12CCC(Cl)C[C@H]1CCC1C2CC[C@]2(C)C(=O)CCC12 (stereo partly drawn)	-4.2%
C=C[C@]12CN(C)[C@H]3C1[C@@]1(C(=O)Nc4ccccc41)[C@H]1C[C@H]2[C@H]3CO1	-4.2%
C[C@@H]1CC[C@H]2[C@H](C)[C@H]3CC[C@@]4(O)[C@@H]5CC(=O)[C@H]6CC(=O)CC[C@]6(C)[C@H]5C[C@H]4[C@@H]3CN2C1	-3.9%
CCCC[C@@H](C)[C@@H](OC(=O)C[C@@H](CC(=O)O)C(=O)O)[C@H](C[C@@H](C)CCCCCC[C@@H](O)C[C@H](O)[C@H](C)N)OC(=O)C[C@@H](CC(=O)O)C(=O)O	u
C=C[C@@H]1CN2CC[C@H]1C[C@H]2[C@H](O)c1ccnc2ccccc12	-5.8%
CC(=O)OC1(c2ccccc2)CCN(CCc2ccccc2)CC1	-3.6%
O=C1CC(O)(CF)CCO1 (stereo not drawn)	-2.3%
CCc1cc(OC)c(CC(C)N)cc1OC (stereo not drawn)	-2.6%
OC(O)C(Cl)(Cl)Cl	-5.2%
ClC(Cl)(Cl)Cl	-3.0%
Cc1ccc2c(c1)C1(CCN(CCc3nc(-c4ccccc4)oc3C)CC1)OC(=O)N2	-10.2%
C[N+](C)(C)CCOC(=O)C(O)(c1ccccc1)c1ccccc1	-3.1%
CCN1C[C@]2(C)CC[C@H](O)[C@@]34C5C[C@@H]6[C@@H](OC)C[C@@](O)(C5[C@H]6O)[C@@H](CC23)[C@@H]14 (stereo partly drawn)	-4.4%&-2.4%
CN(C)CCc1c[nH]c2ccccc12	-4.5%

(more compounds)
SMILES	GRP78 ERSR act
CCC1CN2CCC1CC2C(O)c1ccnc2ccc(OC)cc12 (stereo not drawn)	-5.3%
COc1cc2c(cc1OC)[C@@H]1C(=O)c3ccc4oc(C(C)C)cc4c3OC1CO2 (stereo partly drawn)	-5.4%
C[C@H](NC(=O)[C@@H](N)Cc1ccc(O)cc1)C(=O)NCC(=O)N(C)[C@@H](Cc1ccccc1)C(=O)N[C@H](CO)CCS(C)=O (stereo partly drawn)	-4.0%
CN1C(=O)CN=C(c2ccccc2)c2cc([N+](=O)[O-])ccc21	-1.3%
CCN(CC)C(C)C(=O)c1ccccc1 (stereo not drawn)	-4.6%
CN(C)C1C(=O)C(C(N)=O)C(=O)C2(O)C(=O)C3C(=O)c4c(O)cccc4C(C)(O)C3C(O)C12 (stereo not drawn)	-3.6%
COc1ccc2c(c1)[C@@]13CCCCC1[C@@H](C2)N(C)CC3 (stereo partly drawn)	-6.7%
CON(C)C(=O)Nc1ccc(Br)c(Cl)c1	4.2%
C=CCC1(O)CCC2C3CCC4=CC(=O)CCC4=C3C=CC21C (stereo not drawn)	-4.1%
CCN(CC)C(=O)/C(Cl)=C(\C)OP(=O)(OC)OC	-2.9%
Cc1ccc2c(c1)Cc1c(C(=O)NC3CCCCC3)nn(-c3ccc(Cl)cc3Cl)c1-2	-3.8%
CN1C2CCC1CC(OC(c1ccc(F)cc1)c1ccc(F)cc1)C2 (stereo not drawn)	-4.9%
CCCCCCC(C)OC(=O)COc1ccc(Cl)cc1Cl (stereo not drawn)	-6.0%
Cc1cnc2c(C(=O)O)c(Cl)ccc2c1	-2.3%
CN1CCC2(CC1)CCN(C(=O)c1ccco1)CC2	-3.6%
CCCCCCCCCCCC[N+](C)(C)CCOc1ccccc1	-10.2%
CNC(C)Cc1ccc(OC)cc1 (stereo not drawn)	2.8%
CN(C)CCO	-3.3%
Oc1ccc2c3c1O[C@H]1c4[nH]c5c(c4C[C@@]4(O)[C@@H](C2)N(CC2CC2)CC[C@]314)C[C@]1(O)[C@H]2Cc3ccc(O)c4c3[C@@]1(CCN2CC1CC1)[C@@H]5O4	-1.7%
CCC1OC2(C)C(O)C(/C=C/C=C/C=C/c3oc(=O)cc(OC)c3C)OC1(C)C2OC(C)=O (stereo not drawn)	-0.1%
O=C(Nc1ccccc1)N1CCCC2(CCN(C(=O)Oc3ccccc3)CC2)C1	-1.7%
C#CC(C)(O)CC (stereo not drawn)	-2.3%
CCC(C)C(=O)c1c(O)c(C)c2oc3c(C)c(O)c(C(=O)C(C)CC)c(O)c3c2c1O (stereo not drawn)	-5.7%
O=C(Oc1ccccc1)N1CCC2(CCCN(Cc3nccs3)C2)CC1	1.7%
CC1(C)S[C@@H]2[C@H](N)C(=O)N2C1C(=O)O (stereo partly drawn)	-1.4%
C[C@](O)(CS(=O)(=O)c1ccc(F)cc1)C(=O)Nc1ccc(C#N)c(C(F)(F)F)c1	-1.8%
CCCC(=O)O[C@@H]1[C@@H](C)[C@@]2(O)[C@@H](C=C(CO)C[C@@]3(O)C(=O)C(C)=C[C@@H]23)[C@@H]2C(C)(C)[C@]12OC(=O)CCC	-5.3%

Quoted from above, 14 compounds:
SMILES	GRP78 ERSR act
CCC1CN2CCC1CC2C(O)c1ccnc2ccc(OC)cc12 (stereo not drawn)	-5.3%
COc1cc2c(cc1OC)[C@@H]1C(=O)c3ccc4oc(C(C)C)cc4c3OC1CO2 (stereo partly drawn)	-5.4%
C[C@H](NC(=O)[C@@H](N)Cc1ccc(O)cc1)C(=O)NCC(=O)N(C)[C@@H](Cc1ccccc1)C(=O)N[C@H](CO)CCS(C)=O (stereo partly drawn)	-4.0%
CN1C(=O)CN=C(c2ccccc2)c2cc([N+](=O)[O-])ccc21	-1.3%
CCN(CC)C(C)C(=O)c1ccccc1 (stereo not drawn)	-4.6%
CN(C)C1C(=O)C(C(N)=O)C(=O)C2(O)C(=O)C3C(=O)c4c(O)cccc4C(C)(O)C3C(O)C12 (stereo not drawn)	-3.6%
COc1ccc2c(c1)[C@@]13CCCCC1[C@@H](C2)N(C)CC3 (stereo partly drawn)	-6.7%
CON(C)C(=O)Nc1ccc(Br)c(Cl)c1	4.2%
C=CCC1(O)CCC2C3CCC4=CC(=O)CCC4=C3C=CC21C (stereo not drawn)	-4.1%
CCN(CC)C(=O)/C(Cl)=C(\C)OP(=O)(OC)OC	-2.9%
Cc1ccc2c(c1)Cc1c(C(=O)NC3CCCCC3)nn(-c3ccc(Cl)cc3Cl)c1-2	-3.8%
CN1C2CCC1CC(OC(c1ccc(F)cc1)c1ccc(F)cc1)C2 (stereo not drawn)	-4.9%
CCCCCCC(C)OC(=O)COc1ccc(Cl)cc1Cl (stereo not drawn)	-6.0%
Cc1cnc2c(C(=O)O)c(Cl)ccc2c1	-2.3%
